# Screening results: PubChem BioAssay, several laboratories
# SMARCA2 act – activators of SMARCA2 function; activation, % at 9.1 µM; MG213 cells, MMTV-luciferase reporter, dexamethasone, overnight; 370,000 tested, 1% active; in the data active means activation above about 7.8%;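 further: 0% = vehicle wells and 100% = reference activator wells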
# DAX1 inh-1 – DAX1 (NR0B1) inhibition, primary screen; inhibition, % at 6.8 µM; HEK293T StAR-luciferase reporter, SF-1/DAX-1 repression relief; 370,000 tested, 1.1% active; AID 652010;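 active means inhibition above the mean over all tested compounds plus 3 SD, cut at about 3.6% in these data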;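 further: 0% = DAX-1 cells with DMSO and 100% = cells lacking DAX-1 with DMSO; higher inhibition means more luminescence from relief of DAX-1 repression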
# NPR1 activator – GC-A (human) enzyme activation; AID 1671463; activation, % at 10 µM; 370,000 tested, 0.14% active; HEK293 GC-A cells, cGMP TR-FRET, EC30 ANP; 0% at EC30 ANP, 100% saturating ANP; in the data active means activation above about 40%
# Target sequence (P16066 whole entry, looked up): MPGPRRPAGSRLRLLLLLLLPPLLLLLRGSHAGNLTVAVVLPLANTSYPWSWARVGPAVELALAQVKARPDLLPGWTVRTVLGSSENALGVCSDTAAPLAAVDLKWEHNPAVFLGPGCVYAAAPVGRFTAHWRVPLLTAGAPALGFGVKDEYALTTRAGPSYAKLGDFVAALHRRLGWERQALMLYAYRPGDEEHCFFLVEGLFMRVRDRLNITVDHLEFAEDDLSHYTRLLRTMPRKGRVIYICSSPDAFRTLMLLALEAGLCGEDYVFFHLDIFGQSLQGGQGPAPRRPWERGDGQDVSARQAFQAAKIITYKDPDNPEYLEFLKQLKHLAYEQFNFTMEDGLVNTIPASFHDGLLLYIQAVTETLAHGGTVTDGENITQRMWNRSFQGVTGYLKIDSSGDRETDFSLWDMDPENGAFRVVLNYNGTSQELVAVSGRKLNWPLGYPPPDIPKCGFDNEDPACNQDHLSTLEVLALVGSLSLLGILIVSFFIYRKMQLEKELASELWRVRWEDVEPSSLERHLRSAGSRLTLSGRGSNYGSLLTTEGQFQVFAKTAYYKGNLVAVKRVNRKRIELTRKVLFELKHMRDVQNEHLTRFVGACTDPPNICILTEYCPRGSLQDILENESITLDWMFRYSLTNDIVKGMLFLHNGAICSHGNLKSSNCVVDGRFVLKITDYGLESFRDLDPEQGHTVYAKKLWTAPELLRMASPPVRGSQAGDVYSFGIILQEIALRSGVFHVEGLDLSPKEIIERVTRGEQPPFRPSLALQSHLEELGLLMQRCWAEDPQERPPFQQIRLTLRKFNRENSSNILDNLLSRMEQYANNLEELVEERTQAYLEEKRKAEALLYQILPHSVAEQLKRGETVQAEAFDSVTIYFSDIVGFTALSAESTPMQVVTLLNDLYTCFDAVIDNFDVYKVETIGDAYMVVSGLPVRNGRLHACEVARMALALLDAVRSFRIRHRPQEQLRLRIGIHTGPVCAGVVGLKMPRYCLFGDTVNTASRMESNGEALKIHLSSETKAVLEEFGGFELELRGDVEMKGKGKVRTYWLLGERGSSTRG
# GC-B act – GC-B (human) receptor activation; HEK293-GC-B cells, CNP EC30, cGMP TR-FRET; 0% at EC30 CNP, 100% saturating CNP; activation, % at 10 µM; 370,000 tested, 0.11% active;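 active means activation at 10 µM reaching about 35% in either raw or pattern-adjusted values, limit read from the data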
# GAA850 FXN act – frataxin GAA850 promoter activation; HEK293 lucGAA850 FXN promoter luciferase reporter, 24 h; percent of 10 µM SAHA response; activation, % at 6 µM; 360,000 tested, 0.56% active; AID 540364;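 active means activation above the average of all compounds screened plus 3 SD, cutoff fixed separately per campaign, cut at about 7.5% in these data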;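 further: 0% = DMSO wells and 100% = 10 µM SAHA wells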
# ssDAF12 agonist – S. stercoralis DAF-12 activation, primary screen; HEK293 ssDAF-12/GRIP1 lit1-tk-luc reporter, luminescence; % of 3 µM dafachronic acid response; 370,000 tested, 1% active; activation, % at 6.8 µM;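 active means activation above the mean over all tested compounds plus 3 SD, cut at about 0.9% in these data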;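 further: 0% = DMSO-only wells and 100% = 3 µM delta7-dafachronic acid wells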
# hgDAF-12 ag – activates the H. glycines DAF-12 receptor ligand-binding domain | 370,000 tested, 1.8% active | activation, % at 6.8 µM | HEK293 GAL4-hgDAF12 UAS-luciferase reporter, agonist luminescence; normalized to butyrate control;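 active means activation above a cutoff set at the mean of all screened compounds plus 3 SD, cut at about 10% in these data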;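 further: 0% = DMSO wells and 100% = sodium butyrate wells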
# HGIII-sPLA2 inh – Blocks human group III sPLA2 activity; Q9NZ20; QFRET BODIPY PC-A2 liposome hydrolysis, fluorescence; inhibition, % at 12.2 µM; 370,000 tested, 0.56% active; AID 743126;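 active means inhibition above mean plus 3 SD of compounds lying within the high and low control bounds, cut at about 19% in these data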;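 further: 0% = median of test compound wells and 100% = no enzyme DMSO wells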
# DAX1 inh-2 – NR0B1 (DAX1) inhibition; inhibition, % at 6.75 µM; HEK293 Gal4-DAX1 luciferase reporter, luminescence; AID 504766; 340,000 tested, 0.99% active; P51843;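 active means inhibition above the mean over all tested compounds plus 3 SD, cut at about 4.2% in these data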;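 further: 0% = DAX1-transfected cells with DMSO and 100% = empty-vector control cells with DMSO; inhibition shows as a rise in luminescence from relieved DAX1 repression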
# ADAM10 inh – inhibits human ADAM10. O14672. inhibition, % at 7 µM. 370,000 tested, 0.62% active. AID 720582. recombinant ADAM10, EDANS/DABCYL FRET peptide cleavage, 3 h;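 active means inhibition above a per-campaign cutoff equal to the mean of compounds falling between control-based bounds plus 3 SD, cut at about 20% in these data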;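 further: 0% = DMSO wells while the 100% control is not disclosed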
# hcDAF-12 act – H. contortus DAF-12 activation, primary screen | 370,000 tested, 1.4% active | activation, % at 6.8 µM | HEK293 hcDAF-12 lit1-tk-luc reporter, luminescence; 0% DMSO, 100% Δ7-dafachronic acid | AID 652067;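 active means activation above the mean of all tested compounds plus 3 SD, cut at about 5.5% in these data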;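 further: 100% = response to 3 µM Δ7-dafachronic acid high control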
# * hit, by the source's call; i = inactive; . = not tested or not shown.
SMILES,SMARCA2 act,DAX1 inh-1,NPR1 activator,GC-B act,GAA850 FXN act,ssDAF12 agonist,hgDAF-12 ag,HGIII-sPLA2 inh,DAX1 inh-2,ADAM10 inh,hcDAF-12 act
COc1ccc(NC(=S)N2CCN(Cc3ccco3)CC2)c(OC)c1,-0.6,-0.1,1.6,0.3,-2.4,-2.0,3.4,9.9,1.0,-12.1,2.4
CC(=O)Nc1c(-c2ccc(C)cc2)nc2ncccn12,3.9,0.7,3.5,3.6,.,-1.2,-0.4,3.4,.,i,-0.6
Cc1cccc(Nc2nc(-c3c(C)nc4ccccn34)cs2)c1,-6.2,-3.0,13.8,15.6,-1.1,-3.1,-4.8,-3.6,-3.4,-12.6,-4.4
COc1cc(C(=O)N2CCN(C(=O)c3cccc4ccccc34)CC2)cc(OC)c1OC,1.5,0.1,3.3,2.1,0.7,-1.3,0.6,-1.6,-1.3,8.4,-0.4
CCC1=NN2C(=N)/C(=C\c3cccn3-c3ccc(C)c(C)c3)C(=O)N=C2S1,0.3,-0.5,-2.7,0.9,-1.3,-1.1,-2.5,-10.1,0.2,-3.8,-2.0
COc1ccc(Cl)cc1C(=O)NCC(c1ccco1)N1CCCC1 (stereo not given),-1.7,0.1,-2.6,1.7,0.6,-0.7,1.2,3.4,-0.2,-2.8,3.5
CNC(=O)C(=O)NCCN1CCN(S(=O)(=O)c2ccc3ccccc3c2)CC1,0.8,1.1,-2.6,2.3,0.5,-0.8,-1.4,0.8,1.0,17.5,0.1
Cc1cc(NS(=O)(=O)c2ccc(Nc3nc(-c4ccc(C)c(C)c4)cs3)cc2)no1,-0.5,0.5,-4.2,0.4,1.0,-0.9,2.2,-119.2,-0.4,-2.4,-2.5
C=CCn1c(=S)[nH]c2ccc(Br)cc2c1=O,-2.8,-1.3,15.9,15.1,0.2,-1.0,0.9,20.1*,-0.7,-8.1,-2.0
CC1(c2ccc([N+](=O)[O-])cc2)NC(=O)NC1=O (stereo not given),0.9,0.2,-0.4,-2.4,0.7,-0.9,-1.1,-1.3,1.3,-1.9,-1.0
N#Cc1ccc(OCC(=O)OCC(=O)NCCC2=CCCCC2)cc1,-3.4,0.8,7.7,-1.2,1.8,-0.7,-4.1,14.8,1.2,-7.0,0.0
Cc1ccc(Cl)c(OCC(=O)NC2CCN(Cc3ccccc3)CC2)c1,-0.4,-0.8,-1.0,-6.0,-0.5,-0.8,2.6,-10.2,-0.2,1.7,-0.4
Cc1ccc([C@H]2C[C@@H](O)[C@H](n3cc(COC(=O)c4ccccc4)nn3)CN2Cc2cccs2)cc1,6.5,-0.1,-0.2,-7.9,-0.1,-0.3,-0.8,3.0,-0.3,-2.4,-0.1
O=C(O)c1cccc(-n2sc3ccccc3c2=O)c1,2.3,0.6,-3.3,-4.9,0.6,-1.0,-0.1,8.4,0.3,1.6,2.1
C=CCn1cc(C(=O)NCCCOC)c(=O)c2cc(S(=O)(=O)N(CC)CC)ccc21,-0.3,1.1,4.8,0.2,-0.2,-1.8,-0.9,1.0,-0.1,-4.0,-0.6

# A section taken from the entries so far, as a working copy:
SMILES,SMARCA2 act,DAX1 inh-1,NPR1 activator,GC-B act,GAA850 FXN act,ssDAF12 agonist,hgDAF-12 ag,HGIII-sPLA2 inh,DAX1 inh-2,ADAM10 inh,hcDAF-12 act
COc1ccc(NC(=S)N2CCN(Cc3ccco3)CC2)c(OC)c1,-0.6,-0.1,1.6,0.3,-2.4,-2.0,3.4,9.9,1.0,-12.1,2.4
CC(=O)Nc1c(-c2ccc(C)cc2)nc2ncccn12,3.9,0.7,3.5,3.6,.,-1.2,-0.4,3.4,.,i,-0.6
Cc1cccc(Nc2nc(-c3c(C)nc4ccccn34)cs2)c1,-6.2,-3.0,13.8,15.6,-1.1,-3.1,-4.8,-3.6,-3.4,-12.6,-4.4
COc1cc(C(=O)N2CCN(C(=O)c3cccc4ccccc34)CC2)cc(OC)c1OC,1.5,0.1,3.3,2.1,0.7,-1.3,0.6,-1.6,-1.3,8.4,-0.4
CCC1=NN2C(=N)/C(=C\c3cccn3-c3ccc(C)c(C)c3)C(=O)N=C2S1,0.3,-0.5,-2.7,0.9,-1.3,-1.1,-2.5,-10.1,0.2,-3.8,-2.0
COc1ccc(Cl)cc1C(=O)NCC(c1ccco1)N1CCCC1 (stereo not given),-1.7,0.1,-2.6,1.7,0.6,-0.7,1.2,3.4,-0.2,-2.8,3.5
CNC(=O)C(=O)NCCN1CCN(S(=O)(=O)c2ccc3ccccc3c2)CC1,0.8,1.1,-2.6,2.3,0.5,-0.8,-1.4,0.8,1.0,17.5,0.1
Cc1cc(NS(=O)(=O)c2ccc(Nc3nc(-c4ccc(C)c(C)c4)cs3)cc2)no1,-0.5,0.5,-4.2,0.4,1.0,-0.9,2.2,-119.2,-0.4,-2.4,-2.5
C=CCn1c(=S)[nH]c2ccc(Br)cc2c1=O,-2.8,-1.3,15.9,15.1,0.2,-1.0,0.9,20.1*,-0.7,-8.1,-2.0
CC1(c2ccc([N+](=O)[O-])cc2)NC(=O)NC1=O (stereo not given),0.9,0.2,-0.4,-2.4,0.7,-0.9,-1.1,-1.3,1.3,-1.9,-1.0
N#Cc1ccc(OCC(=O)OCC(=O)NCCC2=CCCCC2)cc1,-3.4,0.8,7.7,-1.2,1.8,-0.7,-4.1,14.8,1.2,-7.0,0.0

# (next part)
SMILES,SMARCA2 act,DAX1 inh-1,NPR1 activator,GC-B act,GAA850 FXN act,ssDAF12 agonist,hgDAF-12 ag,HGIII-sPLA2 inh,DAX1 inh-2,ADAM10 inh,hcDAF-12 act
O=C1NC(Cc2ccccc2)c2nc3ccc(Cl)cc3c(=O)n2-c2cc3ccccc3cc21 (stereo not given),-4.4,0.3,-0.8,10.0,-10.5,-1.7,-4.0,-1.1,-1.1,-0.8,-0.2
COc1ccc([C@H]2CC(=O)C=C(c3cc4ccccc4s3)C2)cc1OC,0.0,0.2,-3.8,-2.8,1.4,-1.4,-1.7,-0.6,-0.9,4.9,-1.0
COc1ccccc1CCC(=O)OCC(=O)NCc1ccc(OC)c(OC)c1,4.3,1.0,2.7,3.0,-1.1,-1.3,3.4,-0.1,0.6,2.3,2.1
COc1ccccc1OCCOCCOc1c(C)cc(C)cc1Br,-3.6,0.0,-3.0,-0.5,0.7,-0.4,-0.3,-12.2,-0.1,4.0,2.0
CC(=O)N1CCN(C(=O)c2ccc3c(c2)OCO3)CC1,-2.4,1.1,-1.4,-3.2,-1.6,-1.3,-1.6,-3.5,-0.8,-9.1,0.5
COC(=O)c1ccc(NC(=O)c2cn(-c3ccccc3)nc2-c2ccncc2)cc1,-0.7,0.3,1.9,2.5,2.0,-1.2,-0.7,0.4,0.1,4.4,-0.3
Cc1ccc(-c2nc(N)nc(N)n2)c(C)c1,-0.2,0.4,3.7,8.7,0.9,-0.7,1.4,15.8,2.2,-3.0,-0.1
CCn1c(CNC(=O)C2CCCCC2)cc2cc(C)ccc21,0.0,0.2,9.6,-2.7,0.8,0.0,-0.9,2.4,-0.5,1.9,0.5
O=C(CCC(=O)c1ccc(F)cc1)NCc1ccccc1C(F)(F)F,-0.5,-0.2,-5.7,-2.4,1.0,-1.4,-1.3,-6.5,0.0,-2.4,-2.1
CCCN1CCN(C(=O)Cn2ncc3c([nH]c4ccc(C)cc43)c2=O)CC1,-1.0,0.3,0.1,-2.4,0.8,0.4,2.7,-0.7,-0.2,-34.8,-0.5
NC(=O)NC(=O)COC(=O)c1ccccc1Oc1ccccc1,-0.2,-0.6,-0.7,1.6,0.6,-1.0,1.3,-1.8,0.2,-2.5,-0.3
COc1cccc(C(c2nnnn2Cc2ccco2)N2CCN(Cc3ccccc3)CC2)c1OC (stereo not given),-0.9,-0.7,-0.2,-0.2,-1.0,-0.9,-4.8,-5.8,0.5,-2.3,-1.7
CC(C)CCN(C(=O)c1cn2ccccc2n1)c1c(N)n(Cc2ccccc2)c(=O)[nH]c1=O,-2.4,-0.2,1.1,8.9,2.4,-0.2,-1.5,2.2,-0.5,-19.8,-0.5
CC(C)Oc1ccc(NC(=O)CCC(=O)O)cc1,-0.7,-0.7,-0.1,2.1,0.9,-0.5,-0.2,1.3,-0.7,2.6,1.9
COc1cc(/C=C/C(=O)N2CCN(c3ccccn3)CC2)cc(OC)c1OC,-1.3,-1.6,-0.9,-3.2,0.4,-0.7,-2.6,10.1,-0.4,-12.6,-1.7
C[C@@H]1CCCCO[C@H](CN(C)C(=O)Nc2ccc(F)cc2)[C@@H](C)CN([C@H](C)CO)C(=O)c2cc(N(C)C)ccc2O1,4.9,0.1,0.8,4.1,-5.2,-1.3,-0.9,7.8,2.5,-7.1,-0.1
COc1ccc(-c2nnc(NC(=O)Cc3ccccc3)s2)c(OC)c1,-4.8,-0.1,-0.9,-3.6,-1.9,-1.3,-1.3,2.8,1.0,-28.6,-1.2
O=C(NC1CC1)C1=C[C@@H](c2ccc(Br)cc2)C[C@@H](OCCCCO)O1,0.4,-0.3,0.2,6.8,-1.3,-1.5,-0.2,13.1,0.8,3.8,-2.2
CC(=O)Nc1c(C(=O)c2ccccc2)oc2ccccc12,-0.3,-1.1,3.9,-8.5,-0.4,-1.8,3.6,-1.8,-0.9,-2.1,-0.5
CCOc1ccc(-c2nonc2NC(=O)c2ccco2)cc1OCC,4.0,-1.1,-2.1,-0.6,1.5,-0.9,1.3,-8.0,1.4,-10.5,0.2
CSCc1c(C(=O)Nc2ccccc2N2CCOCC2)oc2ccccc12,0.6,-1.2,-10.8,-2.1,1.7,-1.5,3.1,1.6,1.1,-6.7,2.6
CC(C)c1ccc(NC(=O)NCc2ccc3c(c2)OCO3)cc1,0.8,1.3,-4.3,-4.2,2.6,-1.3,0.8,-8.3,-0.3,0.7,0.0
Cc1ccc(CC(=O)O/N=C(\N)Cc2ccc([N+](=O)[O-])cc2)cc1,-1.1,-0.4,2.9,4.6,0.2,-0.9,-0.6,-7.4,3.6,2.2,-1.0
O=c1cc(O)n(-c2ccc(Cl)cc2)c(=S)[nH]1,-0.8,0.0,.,.,-1.0,-0.9,0.2,-1.7,0.4,0.0,0.5
O=C(NCc1ccco1)c1cccc(NC(=O)c2ccccc2)c1,-1.8,0.2,5.8,-0.2,-1.7,-1.9,-3.8,-0.9,-0.7,-7.0,-0.9
